From PubChem
A549 viability = A549 cytotoxicity, counter-screen for Nrf2 inhibitors | AID 504648 | A549 ARE-Fluc cells, CellTiter-Fluor viability, 18-24 h | Potency, µM (titrated, usually from 46 µM), without a hit: top-dose activity change, negative = cytotoxicity, most hits filed as inhibitors | hit rate 0.16% among 390,000; note: potency is the fitted concentration of half-maximal effect; % is set by controls: 0 for no effect and ±100 for the full control effect
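Cytotoxicity counterscreen: CellTiter-Fluor fluorescence was measured in A549 ARE_Fluc cells after 18-24 h of compound exposure in a concentration series. The subsequent BugLite luminescent read reports ARE-luciferase activity.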
MmCpn inh = blocks the Methanococcus maripaludis chaperonin Mm-Cpn; purified Mm-Cpn ATPase, ADP Transcreener TR-FRET; Potency, µM (top dose mostly 76.9 µM), for inactives: top-dose activity, negative = inhibition, hits mostly inhibitors; hit rate 0.031% among 330,000; note: potency is the fitted concentration of half-maximal effect; % is set by controls: 0 for no effect and ±100 for the full control effect; nearly all actives have a fitted effect of over 80% in size
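ATPase read-out: TR-FRET ADP immunoassay (anti-ADP Eu cryptate vs ADP-d2), ex 320 nm, em 590/665 nm; signal drops as ADP forms. Enzyme 25 nM, ATP 10 uM, 30 min at 37°C after 10 min compound preincubation.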
Nrf2 activator = activates Nrf2 signaling; AREc32 ARE-luciferase reporter (MCF7-derived line), luminescence, 24 h; Potency, µM (titrated, usually from 46.1 µM), for the others: at the top dose activation, most hits filed as activators; hit rate 0.31% among 410,000; AID 624171; note: potency is the fitted concentration of half-maximal effect; % of control where 0% means no effect; nearly all actives have a fitted effect of over 65% in size
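Luminescent ARE reporter assay in AREc32_Fluc cells: overnight plating at 37 deg C, 24 hr compound incubation, Steady-Glo added, 30 min RT before reading.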
CCT modulator = modulators of cytosolic chaperonin (CCT/TRiC) activity. AID 651819. hit rate 0.3% among 360,000. activity change, % (test concentration not listed), hits read low. purified chaperonin ATPase assay, HTRF ADP detection, 30 min; in the data active = activity change below about -30%; note: % is set by controls: 0 for no effect and ±100 for the full control effect
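TRiC at 40 or 20 nM final (batch-dependent) in 30 mM Tris pH 7.4, 100 mM KCl, 5 mM MgCl2, 1 mM DTT, with compound at single 76 uM and 10 uM ATP, 30 min at 37 deg C. ADP detected by HTRF Transcreener, 665/615 ratio.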
TGFb SMAD3 inh = blocks TGF-b signaling; Potency, µM (top dose mostly 46.1 µM), inactives show top-dose activity, negative = inhibition, most hits filed as inhibitors; hit rate 1.2% among 410,000; AID 588855; HepG2 CAGA-GFP TGF-b/SMAD3 reporter, GFP fluorescence, 18 h; TGF-beta stimulated, 500 pg/mL final; note: potency is the fitted concentration of half-maximal effect; % is set by controls: 0 for no effect and ±100 for the full control effect; nearly all actives have a fitted effect of over 65% in size
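Read-out: total well GFP (ex488/em500-530) summed from mean per-cell fluorescence. Cells: HEPG2 CAGA-GFP, 1% FBS DMEM, 18 h at 37 degrees C with 500 pg/mL final TGF-beta. Unstimulated wells served as the full-inhibition control; stimulated DMSO wells = 0%.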
Nrf2 block = Nrf2 pathway inhibition. A549 ARE-Fluc reporter, luciferase luminescence, 18-24 h. Potency, µM (series often up to 46 µM), for the others: at the highest dose activity change, negative = inhibition, actives largely listed as inhibitors. hit rate 2.1% among 360,000; note: potency is the fitted concentration of half-maximal effect; % is set by controls: 0 for no effect and ±100 for the full control effect; nearly all actives have a fitted effect of over 60% in size
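Concentration-response testing used A549 ARE_Fluc cells at 5000 cells/well. Following an 18-24 h compound incubation, viability was read by fluorescence (Ex 405/Em 525) and luciferase output by luminescence.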
Abeta rescue = A-beta toxicity reversal in yeast; yeast expressing A-beta42, growth rescue, OD600, 48 h; response scale: 0% DMSO, 100% iron-clioquinol control; Potency, µM (top dose mostly 46.1 µM), for the others: at the top dose growth rescue, usual class: activators; hit rate 0.063% among 410,000; AID 1347071; note: potency is the fitted concentration of half-maximal effect; nearly all actives have a fitted effect of over 55% in size
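Growth rescue measured by 600 nm absorbance after 48 h yeast culture at 30 C with compound. Values normalized between DMSO and an equimolar ferric chloride plus clioquinol control.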
Akt phos inh = inhibitors of Akt phosphorylation; Neuro2A IGF-stimulated pAkt S473 HTRF, 20 min; hits give low values; activity change, % for hits at 50 µM; hit rate 0.32% among 360,000; in the data active = activity change below about -80%; inconclusive = mostly about -51% to -80%; note: % is set by controls: 0 for no effect and ±100 for the full control effect
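Single-point screen (50 µM final compound) in Neuro2A cells stimulated 20 min with 6 nM IGF at 37 deg C. After lysis, Ser473-phosphorylated Akt read by HTRF (ex 330 nm, em 615/665 nm) as the 665/615 ratio.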
HepG2 viability = counter-screen for TGF-b inhibitors: cytotoxicity in HepG2 cells; HepG2 CAGA-GFP viability, ATP luminescence, 18 h; Potency, µM (doses to about 46.1 µM), without a hit: top-dose activity change, negative = cytotoxicity, most hits filed as cytotoxic; hit rate 0.76% among 410,000; AID 588856; note: potency is the fitted concentration of half-maximal effect; some results filed as inactive show a strong effect at the top dose
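HepG2 CAGA-GFP cells (1000/well, DMEM with 1% FBS) received compound, then TGF-beta at 500 pg/mL final, and were incubated 18 hours at 37 degrees C. Viability was read by CellTiter-Glo luminescence. Media-only wells were set as complete cell-killing and DMSO as no toxicity.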
* marks the source's active call; other numbers are inactive results; i = inactive; ? = inconclusive; . = not tested or not shown; [ ] = another dose, or the depositor's remark. Unless noted, calls come from the whole dose curve; as a rule, active = well fitted curve in the direction sought with a large enough effect; inconclusive = small, poorly fitted or top-dose-only effect, or another doubt; inactive = no such curve, though single readings can be large; an effect the other way counts as inactive or inconclusive. Not a hit list (roughly 4.3% active in at least one column).

SMILES | A549 viability | MmCpn inh | Nrf2 activator | CCT modulator | TGFb SMAD3 inh | Nrf2 block | Abeta rescue | Akt phos inh | HepG2 viability
CC(C)COc1ccc(C(=O)Nc2ccc(NC(=O)c3ccco3)c(Cl)c2)cc1 | ? | 0% | 0.5% | -0.8 | -28% | 16µM* | 6% | i | -36%
Cn1cc(-c2cc3n(n2)CCC(=O)N3CC(=O)NCc2ccc(Cl)cc2)c2ccccc21 | 12% | . | -0.6% | . | -28% | . | 4% | . | -24%
COc1cc(C)c(S(=O)(=O)NCc2cccnc2)cc1C | 5% | 1% | -0.9% | -5.0 | 1% | 14% | 0% | i | 0%
Cc1cc(=O)[nH]c(SCc2nc3ccc([N+](=O)[O-])cc3[nH]2)n1 | 10% | -1% | 3.5% | -2.6 | 12% | -1% | -14% | i | 4%
COc1ccc(C(C)=O)cc1CSc1nncn1-c1ccccc1 | -1% | -3% | -0.2% | 0.8 | -12% | 6% | 12% | i | 0%
C=CCSc1nc2sc3c(c2c(=O)n1CC)CCc1ccccc1-3 | 0% | 1% | 3.5% | -0.1 | ? | 11% | 5% | i | -4%
COc1ccc(/C=C/C(=O)OCC(=O)NC(C)CCc2ccccc2)cc1 (stereo unspecified) | 1% | 3% | -0.4% | -1.1 | 3% | -6% | -10% | i | -3%
Cc1ccc(C(=O)N(CN2CCCC2=O)c2ccccc2)cc1C | -1% | -1% | 0.5% | -4.2 | 22% | 16% | 9% | i | -13%
CCOC(=O)c1cc2c(n(-c3ccccc3)c1=O)CC(C)(C)CC2=O | 0% | 1% | 0.4% | -2.0 | 18% | . | -7% | i | 0%
Cc1ccccc1C(=O)OCc1cc(=O)n2nc(-c3cccs3)sc2n1 | -3% | . | 4.8% | . | -11% | 10% | -17% | . | -27%
CC1CN(C(=S)NC(=O)C2CCCCC2)CC(C)O1 (stereo unspecified) | 3% | 1% | -0.8% | -1.4 | 4% | -13% | 22% | i | 4%
COc1cc(Br)cc(/C=C/c2ccc3cccc(O)c3n2)c1O | -7% | -3% | ? | 0.6 | ? | -1% | -16% | i | -33%
COc1cc(/C=N\Nc2nc3ccccc3o2)cc(OC)c1OC | -10% | 0% | 16% | 1.7 | -26% | 5% | -3% | i | -33%
N#CC1=C(Nc2ccccc2)SC=C(c2ccc(Br)cc2)N=C1N1CCOCC1 | -1% | -7% | 12% | -0.3 | 24% | 15% | -6% | i | -5%
Cc1ccc(Cn2ccc(O)c(Cc3ccccc3)c2=O)cc1 | -14% | 1% | -0.3% | -2.7 | 0% | 0% | 8% | i | -8%
COc1cc([C@@H]2CC=C(C(=O)O)[C@H](c3cccc(Cl)c3)N2S(=O)(=O)c2ccc(C)cc2)cc(OC)c1OC | 0% | -2% | 0.6% | -0.3 | 5% | -3% | 4% | i | 2%
O=C(COC(=O)c1cc(-c2ccccc2)nc2ccccc12)Nc1ccc2c(c1)OCO2 | 10% | 1% | -0.4% | 1.4 | ? | 6% | 14% | i | -9%
COc1ccc(-c2[nH]c(-c3ccc(C)cc3)nc2SCC(=O)NC2CCCC2)cc1 | -3% | 0% | 1.3% | 0.0 | ? | -21% | -5% | i | -29%
Cc1cc(C)cc(OCC(=O)NC2CCCc3ccccc32)c1 (stereo unspecified) | 2% | 4% | -1.4% | -5.3 | -25% | -14% | 2% | i | -26%
O=C(Oc1ccccc1-c1nnco1)c1ccccc1 | -1% | . | 0.3% | -0.5 | 4% | 2% | 4% | i | -7%
COC(=O)C1=C(C)N(c2ccccc2)/C(=C/c2ccco2)C1=O | -8% | 0% | 3.1% | -1.3 | 0% | 2% | -24% | i | -49%
Cc1ccc(C(=O)CC(=O)c2cc(Cl)ccc2O)cc1 | 1% | -11% | 3.8% | 3.4 | ? | 5% | -6% | i | -62%
Cc1ccc(NC(=O)C(C)OC(=O)CCNS(=O)(=O)c2ccc(C)cc2)cc1 (stereo unspecified) | 0% | 1% | 0.1% | -2.4 | 3% | 2% | 2% | i | -7%
c1ccc(CNCCCn2cnc3c(OCc4ccccc4)ncnc32)cc1 | 18% | . | 5.9% | 0.4 | 17% | -6% | 6% | i | -8%
Cc1nnc(C)n1/N=C/c1ccc(-c2ccccc2Cl)o1 | -1% | 1% | 20% | 1.7 | 4% | 3% | -21% | i | -3%
Cc1onc(-c2c(F)cccc2Cl)c1C(=O)N(C)CCc1ccccn1 | -1% | 1% | 2.2% | -3.1 | 41%[activator] | -20% | 13% | i | 2%
Cn1c(=O)c2c(ncn2CCC(=O)N/N=C/c2ccccc2)n(C)c1=O | -1% | 0% | -0.2% | -0.3 | -23% | 6% | -7% | i | 15%
NS(=O)(=O)c1ccc(CCNC(=O)C(=O)C2C(=O)Nc3ccccc32)cc1 (stereo unspecified) | -19% | -2% | 2.2% | -2.0 | ? | 3% | 0% | i | -14%
CC1C(=O)NN=C1C(=O)N/N=C\C(Br)=C\c1ccccc1 (stereo unspecified) | -2% | -7% | 11µM* | 0.0 | 7% | ? | -4% | i | -6%
N#Cc1cccc(NC(=O)CNc2cc(S(=O)(=O)N3CCOCC3)ccc2N2CCCC2)c1 | -7% | 0% | -0.2% | -1.4 | -4% | -9% | 21% | i | 0%
Cc1ncc(CN2CCC(C(=O)Nc3ccc(Oc4cccnc4)cc3)CC2)cn1 | 3% | -2% | 2.8% | 1.1 | 14% | -23% | 12% | i | -1%
COc1ccc(OC)c(NC(=O)Cn2c(=O)c3cccn3c3ccccc32)c1 | -20% | . | 6.2% | . | ? | ? | 4% | . | -14%
O=C(CS(=O)(=O)c1cn(Cc2ccccc2Cl)c2ccccc12)N1CCOCC1 | 1% | 2% | -0.3% | -0.6 | -9% | -2% | -4% | i | 3%
CCOC(=O)C1CCN(CC(O)COc2ccc(C(C)=O)cc2)CC1 (stereo unspecified) | 0% | 0% | 0.2% | -0.1 | -9% | 1% | 0% | i | -35%
Cc1ccccc1-n1c(=O)cc(N2CCN(C(=O)c3ccco3)CC2)[nH]c1=O | 0% | -3% | 0.1% | 0.9 | 11% | 0% | 5% | i | 1%
Cc1ccccc1CN1CCCC(C(=O)Nc2ccccc2Oc2cccnc2)C1 (stereo unspecified) | -3% | -2% | -0.8% | 0.0 | -14% | -17% | 10% | . | -31%
CC(C)(CN=C1NS(=O)(=O)c2ccccc21)CNC(=O)CN1C(=O)c2ccccc2C1=O | -10% | 1% | -0.7% | 2.4 | 12% | -5% | -13% | i | -4%
O=C(NCCCc1ccccc1)c1cccc(NC(=O)C2CCCCC2)c1 | 0% | . | 0.2% | 1.2 | -10% | ? | 10% | i | -4%
CC(OC(=O)C1CCN(S(=O)(=O)c2ccccc2C(F)(F)F)CC1)C(=O)N(C)Cc1ccccc1 (stereo unspecified) | -1% | -15% | 0.2% | 0.3 | -16% | -19% | 25% | i | -16%
O=C(O)C(=Cc1ccccc1Cl)c1ccccc1 | . | . | -0.6% | -0.6 | 5% | . | -9% | i | -8%
COc1ccc(CCN2C(=O)CSC2=Nc2ccc(C)cc2C)cc1OC | -14% | 1% | 0.0% | -4.8 | -4% | ? | 9% | i | -4%
C=CCSc1n[nH]c(-c2ccccc2)n1 | 4% | -12% | 3.7% | -1.6 | 23% | . | 31% | i | 47%
CC(=O)Nc1cccc(NC(=O)CSc2nnc3ccccn23)c1 | 1% | 4% | -0.4% | 1.6 | -18% | 10% | 12% | i | -30%
Cc1ccc(-n2nc(CN3CCOCC3)c(-c3ccccc3)c2N)cc1Cl | 24% | 1% | -0.3% | 0.7 | -13% | 4% | -7% | i | 10%
COCCNc1nc(NCc2cccc(OC)c2)c2sc(-c3ccccc3)cc2n1 | . | . | -2.7% | -1.8 | ? | . | -17% | i | 11µM*
CC(CCc1ccccc1)NC(=O)CN(C)Cc1ccccc1F (stereo unspecified) | 2% | 2% | 1.9% | -2.6 | -4% | 1% | 7% | i | -12%
